Screening results (PubChem BioAssay)
All columns: NCI-60 one-dose screen, growth in % after 48 h at 10 µM unless noted; 100 = growth as untreated, 0 = no growth, -100 = all killed.
OVCAR-3: OVCAR-3 ovarian cancer; actives 7% (n = 79,000)
OVCAR-4: OVCAR-4 ovarian cancer cells. actives 3.7% (n = 80,000). AID 1794784
OVCAR-5: OVCAR-5 ovarian cancer; actives 2.9% (n = 82,000)
PC-3: PC-3 prostate cancer cells; actives 3.9% (n = 80,000); AID 1794754
IGROV1: IGROV1 ovarian cancer; actives 4.7% (n = 79,000)
DU-145: DU-145 prostate cancer; actives 4.2% (n = 81,000)
OVCAR-8: OVCAR-8 ovarian cancer. actives 4.4% (n = 81,000). AID 1794782
SK-OV-3: SK-OV-3 ovarian cancer cells; actives 3.2% (n = 80,000); AID 1794785
* marks the source's active call; other numbers are inactive results; nt = no result given; & = joins results of further samples. How the source made its calls: active means growth percent below 10; inactive means the rest. This is a random part of the collection. Share with any hit: about 10%.

SMILES	OVCAR-3	OVCAR-4	OVCAR-5	PC-3	IGROV1	DU-145	OVCAR-8	SK-OV-3
Cc1cccc[n+]1CCCC[n+]1ccccc1C	110.3	nt	94.1	99.4	96.5	110.1	108.7	104.3
Cc1ccc(N)cc1F	101.6	113.2	109.2	107.8	104.0	108.9	96.4	102.4
COC(=O)[C@]12CCC(C)(C)C[C@H]1C1=CC[C@@H]3[C@@]4(C)C/C(=C/c5cccnc5)[C@H](O)C(C)(C)[C@@H]4CC[C@@]3(C)[C@]1(C)CC2	103.2	89.9	115.0	58.2	109.1	97.2	95.7	120.5
COc1cccc(OCC(O)CN2CCN(c3ccc(Cl)cc3)CC2)c1 (stereo unspecified)	108.8	103.1	113.0	63.8	106.7	113.9	102.8	nt
O=C1NC=C(C(=O)c2cc3ccccc3oc2=O)C(c2ccc(O)cc2)N1 (stereo unspecified)	107.2	104.2	114.5	100.3	111.4	113.1	104.0	96.4
NNCC(O)c1ccccc1 (stereo unspecified)	105.6	111.3	98.7	82.3	106.8	110.9	101.5	79.7
Cc1ccccc1NC(=S)n1c(=O)cc(C)c2ccc(O)cc21	99.6	102.9	103.4	96.1	99.8	102.5	97.8	92.4
COc1cc2cc(Sc3ccc(NC(=O)c4ccc(Cl)c(Cl)c4)cc3)c(C)nc2cc1OC	80.7	88.6	96.2	73.3	72.6	97.2	83.7	60.2
CCN(CC)S(=O)(=O)c1ccc(S(=O)(=O)N2CCC[C@@H](C(=O)N3CCC(F)(F)CC3)C2)cc1	76.3	26.5	94.4	74.3	81.9	62.9	68.6	81.7
C/C=C(\C)C(=O)O[C@@H]1C2CC3=C4CC(=O)O[C@@H](c5ccoc5)[C@]4(C)CC[C@@H]3[C@@](C)(C2=O)[C@@H]([C@@H](O)C(=O)OC)C1(C)C	107.1	83.1	92.3	79.8	99.6	104.6	98.8	96.3
O=S1(=O)CCN(CCc2ccccc2)CC1	108.1	100.8	96.3	100.3	103.4	102.3	103.6	107.8
OCCNCCN=C1CCC(=NCCNCCO)CC1	87.1	87.2	104.3	91.1	nt	100.8	94.5	79.8
O=C(Nc1cc(-c2ccccc2)nn1-c1ccccc1)c1ccc(Cl)cc1	103.5	87.7	105.9	96.6	100.8	96.7	97.5	98.8
CC(C)C(NC(=O)c1ccccc1)C(=O)O (stereo unspecified)	112.1	115.8	110.2	97.5	128.7	122.1	99.1	103.2
CC(=O)Nc1cc(F)cc(C(F)(F)F)c1Cl	104.4	98.1	96.2	95.7	100.5	108.0	104.8	106.3
COC(=O)CNC(=O)[C@H](Cc1ccccc1)NCc1ccncc1	113.5	106.6	104.9	87.2	103.6	105.4	98.3	80.7
N=C(N)c1ccc(-c2ccc(-c3ccc(Cl)c(Cl)c3)s2)nc1	-77.8*	16.3	20.1	-16.9*	-40.6*	-76.5*	-19.9*	86.6
COC(=O)CCCCCCN=Cc1c(O)c(O)c(C(C)C)c2cc(C)c(-c3c(C)cc4c(C(C)C)c(O)c(O)c(C=NCCCCCCC(=O)OC)c4c3O)c(O)c12	21.8	27.7	21.7	16.0	29.3	30.6	18.6	64.8
CCN1CCN(c2cc3c(cc2F)c(=O)c(C(=O)O)cn3C2CC2)CC1	108.4	99.3	98.7	95.1	111.1	108.1	101.7	118.0
N#C/C(=C\c1ccc(-c2ccccc2Cl)o1)C(=O)Nc1ncc(Cc2cc(Cl)ccc2Cl)s1	nt	96.5	103.8	80.2	106.2	96.6	89.1	114.2
O=c1oc(-c2ccc(Cl)cc2Cl)nc2cc(Cl)ccc12	105.9	97.8	110.0	91.1	102.8	101.3	102.8	99.9
c1cc2c(ccc3[nH]c(-c4ccc5[nH]ncc5c4)c4c(c32)CCCC4)n1	72.5	80.7	80.4	28.4	67.6	66.0	64.4	63.4
COc1ccc(-c2[nH]ncc2CNc2ccc3ccccc3c2)cc1	90.4	97.1	96.0	82.9	72.6	109.9	112.2	82.0
O=c1c2ccccc2nc(COc2ccccc2)n1/N=C/c1ccc(N2CCCC2)cc1	104.8	81.8	96.6	80.3	97.2	94.7	99.0	112.6
Cc1oc(-c2ccc(Cl)cc2)nc1C1=NN(C(=O)c2ccncc2)C(c2ccc(F)cc2)C1 (stereo unspecified)	97.5	89.3	99.0	91.7	79.4	104.1	94.3	83.4
O=[N+]([O-])c1ccc(N/N=C/CCc2ccccc2)nc1	109.9	104.2	94.8	84.1	109.6	114.2	107.6	107.8
CC(C)C(=O)OCc1ccccc1	103.1	109.8	105.7	102.0	106.0	104.6	102.1	94.4
Cc1cc(S(=O)(=O)O)ccc1Cl	112.8	102.8	95.0	109.3	130.5	114.5	nt	112.9
Cc1ccc(S(=O)(=O)NC(=O)NC2=NC(C)(C)N(c3ccc(Cl)c(Cl)c3)C(N)=N2)cc1	110.4	106.4	63.8	41.9	51.2	107.2	34.0	77.4
O=C(c1ccccc1)c1ccc[n+](CCc2ccccc2)c1	105.5	101.6	98.1	92.7	101.0	109.3	112.0	105.3

An excerpt from above in order of SMILES length, low to high.
SMILES	OVCAR-3	OVCAR-4	OVCAR-5	PC-3	IGROV1	DU-145	OVCAR-8	SK-OV-3
Cc1cc(S(=O)(=O)O)ccc1Cl	112.8	102.8	95.0	109.3	130.5	114.5	nt	112.9
O=S1(=O)CCN(CCc2ccccc2)CC1	108.1	100.8	96.3	100.3	103.4	102.3	103.6	107.8
O=C(c1ccccc1)c1ccc[n+](CCc2ccccc2)c1	105.5	101.6	98.1	92.7	101.0	109.3	112.0	105.3
O=[N+]([O-])c1ccc(N/N=C/CCc2ccccc2)nc1	109.9	104.2	94.8	84.1	109.6	114.2	107.6	107.8
Cc1ccc(S(=O)(=O)NC(=O)NC2=NC(C)(C)N(c3ccc(Cl)c(Cl)c3)C(N)=N2)cc1	110.4	106.4	63.8	41.9	51.2	107.2	34.0	77.4

One compound at a time, from the list above. Screens in order: OVCAR-3 | OVCAR-4 | OVCAR-5 | PC-3 | IGROV1 | DU-145 | OVCAR-8 | SK-OV-3
`O=c1c2ccccc2nc(COc2ccccc2)n1/N=C/c1ccc(N2CCCC2)cc1` as listed: 104.8 | 81.8 | 96.6 | 80.3 | 97.2 | 94.7 | 99.0 | 112.6
`COc1ccc(-c2[nH]ncc2CNc2ccc3ccccc3c2)cc1` as listed: 90.4 | 97.1 | 96.0 | 82.9 | 72.6 | 109.9 | 112.2 | 82.0
`CC(C)C(=O)OCc1ccccc1` as listed: 103.1 | 109.8 | 105.7 | 102.0 | 106.0 | 104.6 | 102.1 | 94.4
`N#C/C(=C\c1ccc(-c2ccccc2Cl)o1)C(=O)Nc1ncc(Cc2cc(Cl)ccc2Cl)s1` as listed: nt | 96.5 | 103.8 | 80.2 | 106.2 | 96.6 | 89.1 | 114.2
`O=C(Nc1cc(-c2ccccc2)nn1-c1ccccc1)c1ccc(Cl)cc1` as listed: 103.5 | 87.7 | 105.9 | 96.6 | 100.8 | 96.7 | 97.5 | 98.8

Other structures.
SMILES	OVCAR-3	OVCAR-4	OVCAR-5	PC-3	IGROV1	DU-145	OVCAR-8	SK-OV-3
CNc1oc(Cc2ccccc2Cc2nc(C#N)c(NC)o2)nc1C#N	nt	105.7	104.0	100.7	104.2	109.3	105.0	107.6
CC(CN1CCN(CC(C)C(=O)c2ccccc2)CC1)C(=O)c1ccccc1 (stereo unspecified)	118.8	110.7	96.0	87.8	113.8	123.3	100.4	110.1
CCCCS(=O)(=O)NC(=O)Nc1ccc(Cl)cc1	113.4	74.3	94.7	84.1	80.6	68.3	89.9	81.8
Nc1nc(-c2ccccc2)c(CCCOc2ccc([N+](=O)[O-])cc2)c(=O)[nH]1	106.2	91.9	102.5	82.7	107.4	101.2	99.0	114.2
COC(=O)c1nc(-c2ccccc2)oc1S(=O)(=O)NCC(c1ccc(Cl)cc1)N1CCCCC1 (stereo unspecified)	57.5	89.3	90.8	58.3	56.5	97.9	57.0	95.5
Oc1c(Cl)cc(Cl)c(Cl)c1CNCCNCc1c(O)c(Cl)cc(Cl)c1Cl	19.1	22.6	54.0	44.4	16.4	45.9	11.3	22.0
O=C(Nc1cccc(Cn2c(=O)[nH]c3ccc(Oc4ncccn4)cc3c2=O)c1)c1cccc(Cl)c1	67.6	30.5	86.2	50.3	62.4	56.5	58.4	82.5
CCCCC(NC(=O)CNC(=O)c1cccc(N2C(=O)/C(=C/c3ccccc3)SC2=S)c1)C(=O)O (stereo unspecified)	106.7	100.5	102.2	86.9	100.9	107.8	101.4	110.4
O=C(NC(=S)N1CCN(c2ncnc3c2cnn3-c2ccccc2)CC1)c1ccc(Br)cc1	89.6	41.9	81.8	64.8	72.1	87.3	47.4	57.0
N#Cc1nnn(-c2ccc(S(N)(=O)=O)cc2)c1N	109.2	95.9	101.5	91.6	106.2	104.4	95.3	95.4
Cc1[nH]c(C(=O)Nc2ccc(C(N)=O)cc2N2CCOCC2)c(Cl)c1Cl	108.8	94.8	96.2	93.8	84.3	102.7	88.7	98.1
CCOC(=O)/C(F)=C/C1CC1C(CC)CC (stereo unspecified)	nt	106.8	108.2	112.7	110.1	107.0	104.5	118.2
Nc1cc2c(cc1Br)-c1ccc(F)cc1C2=O	117.7	nt	103.5	93.8	72.3	111.8	92.9	101.2
COc1ccc(-c2ccnc(=S)[nH]2)cc1	110.3	82.6	100.5	99.5	97.7	107.4	102.6	107.2
COc1ccc2c(c1OC)C(=O)OC2C1c2c(c(COC(=O)C(C)NC(=O)OC(C)(C)C)c3c(c2OC)OCO3)CCN1C (stereo unspecified)	109.5	98.2	98.9	85.2	92.8	107.1	98.4	108.0
COc1cc(C2N(c3cc(Cl)cc(Cl)c3)NC(=O)[C@@H]3CCCN23)cc(OC)c1OC (stereo partly specified)	102.8	93.5	109.2	94.9	99.8	103.0	103.0	98.3
CC(C)CCC[C@@H](C)[C@H]1CC[C@H]2[C@@H]3CC[C@@H]4C[C@@H](O)CC[C@]4(C)[C@H]3CC[C@]12C	117.5	103.3	nt	99.4	107.0	122.2	97.2	101.4
C1=C2CCCC3=Cc4ccccc4OC23Oc2ccccc21	3.5*	52.6	71.1	34.7	44.5	28.1	38.5	30.8
CCOC(=O)c1nc2c3ccccc3ccn2c1C(=O)OCC	106.2	107.2	98.0	109.6	96.5	92.1	110.6	108.7
CCCC(=O)OCc1ccc(OC)cc1	190.6	213.8	80.1	90.5	80.7	147.3	101.7	104.1
O=C(CCCn1c(=O)c2sc3ccccc3c2n2nnc(-c3ccccc3)c12)NCCc1cnc[nH]1	-47.6*	-54.5*	-78.9*	-14.0*	nt	-68.8*	-28.5*	75.3
COc1ccc2oc3c(C)c4c(c(C)c3c2c1)C(=O)N(N)C4=O	114.3	108.1	104.6	95.3	107.4	110.3	104.4	111.6
Oc1c(Cl)cc(Cl)c2cccnc12	15.3&68.0	45.7&50.1	94.9	30.9&50.5	52.9&52.9	71.2&85.5	41.2	65.8&86.5
C#CCN(C)CCCOc1ccc(N(C)C(=O)c2cc(C(C)C)c(O)cc2O)cc1Cl	30.7	36.1	29.4	20.0	11.4	24.3	9.8*	16.2
Nn1c(NN=Cc2cc(-c3ccccc3)cs2)n[nH]c1=S	134.7	89.4	123.4	98.6	75.7	96.2	103.4	107.7
C=C(C)[C@@H]1CC[C@]2(C(=O)O)CC[C@]3(C)[C@H](CC[C@@H]4[C@@]5(C)C[C@@H](CC#Cc6ccccc6N)[C@H](O)C(C)(C)[C@@H]5CC[C@]43C)[C@@H]12	105.0	89.5	98.4	81.7	108.0	102.7	102.0	93.7
